Screening data deposited in PubChem BioAssay by several laboratories.
STAT1 activator – STAT1 signaling activators, primary screen, cell-based, HTS, luciferase reporter. NIH 3T3 STAT1-luciferase reporter, IFN-gamma, luminescence; 100% = IFN-gamma alone, no compound. activation (% of control), % at 5.5 µM. 200,000 tested, 2.6% active. AID 932, 2007;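 active = activation above the screen-wide mean activation plus 3 SD, cut at about 130% in these data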;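 also: raw ratio to IFN-gamma control signal so 100% means no change and 0% no light; values of inactives mirror those of a sister screen read the other way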
APP 5UTR inh – inhibitors of APP translation via 5'UTR reporter, primary screen, APP 5'UTR luciferase, SH-SY5Y cells. SH-SY5Y APP 5'UTR-luciferase reporter, luminescence. inhibition, % at 2 µM. 190,000 tested, 0.82% active;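 active = inhibition above a set limit, derived from the sample mean plus 3 SD, cut at about 45% in these data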; also: values of inactives mirror those of a sister screen read the other way
G6PDH CS – L. mesenteroides G6PDH inhibitors, counter-screen for G6PDH-coupled screening assays, biochemical, Leuconostoc mesenteroides enzyme; Purified L. mesenteroides G6PDH, diaphorase/resazurin coupled fluorescence, 45 min; 200,000 tested, 0.12% active; AID 1020, 2008; glucose-6-phosphate dehydrogenase [Leuconostoc mesenteroides]; inhibition, % at 5 µM; in the data active = inhibition above about 50%
FLuc act counter – FLuc activators, initial screening, artefact control for FLuc-dependent activation tests, biochemical, ATPlite luminescence | ATPlite luciferase biochemical, 10 min; 0 = ATP-free wells, 1 = DMSO control | Luciferin 4-monooxygenase (Photinus pyralis), P08659 | AID 1027, 2008 | activation factor at 10 µM | 200,000 tested, under 10 active;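 active = luciferase activation factor, scaled between plate controls, of at least 2 with compound at 10 µM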
Target sequence (P08659 whole entry, looked up): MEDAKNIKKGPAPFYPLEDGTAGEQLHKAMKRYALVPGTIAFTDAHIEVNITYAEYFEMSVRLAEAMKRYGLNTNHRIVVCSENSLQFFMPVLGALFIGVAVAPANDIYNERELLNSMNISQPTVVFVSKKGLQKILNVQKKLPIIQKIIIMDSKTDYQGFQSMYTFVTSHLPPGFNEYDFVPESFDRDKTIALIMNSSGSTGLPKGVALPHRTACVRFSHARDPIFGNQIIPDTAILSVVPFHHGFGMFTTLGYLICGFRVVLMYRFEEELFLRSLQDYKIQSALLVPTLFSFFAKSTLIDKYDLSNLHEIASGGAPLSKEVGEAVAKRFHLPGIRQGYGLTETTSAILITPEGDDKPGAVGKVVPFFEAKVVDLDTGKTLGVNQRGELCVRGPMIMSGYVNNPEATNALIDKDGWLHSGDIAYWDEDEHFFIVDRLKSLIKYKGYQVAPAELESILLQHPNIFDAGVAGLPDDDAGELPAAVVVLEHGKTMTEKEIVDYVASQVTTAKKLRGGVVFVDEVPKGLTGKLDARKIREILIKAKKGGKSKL
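Assay system: Luciferase/luciferin reagent mix; Medium: PBS as buffer for the ATP substrate; Dosing: test compounds dosed from 2 mM stocks in 100% DMSO; Times: 10 min, room temperature; Signal: luminescence from luciferase reaction; Read-out: luciferase activation; Controls: No-ATP low control, compound-free enzyme-plus-ATP high control.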
Efa HMGR inh – inhibitors of E. faecalis class II HMGR, primary screen, biochemical, Enterococcus faecalis; purified E. faecalis HMGR, NADPH absorbance 340 nm kinetic; inhibition, % at 10 µM; HMG-CoA reductase (Enterococcus faecalis, mvaE); 190,000 tested, 0.41% active;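 active = inhibition above a set limit, the median over all tested compounds plus 3 SD, cut at about 9.5% in these data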;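 also: enzyme runs in reverse so mevalonate oxidation gives rising NADPH absorbance; 0% = complete reaction with DMSO and 100% = background rate lacking mevalonate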
NF-kB neuron act – activators of NF-kB expression in neurons, primary screen, cell-based, HTS; 190,000 tested, 1.6% active; fold change at 12.5 µM; human neuronal cells, NF-kB reporter expression; stronger effect = higher value; AID 1239, 2008; in the data active = fold change above about 3.3
APP 5'UTR act – activators of APP 5'UTR luciferase reporter, primary screen, SH-SY5Y cells; SH-SY5Y APP 5'UTR luciferase reporter, luminescence; zero percent = DMSO vehicle wells; activation, % at 2 µM; 190,000 tested, 1% active;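 active = activation above a set limit, based on mean plus 3 SD of controls, cut at about 140% in these data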; also: values of inactives mirror those of a sister screen read the other way
Redox H2O2 prof – compounds producing H2O2 with reducing agent – biochemical, NIH compound library profiling, artefact control for MLSCN library redox annotation, primary screen. activation, % at 10 µM. 200,000 tested, 0.03% active. DTT-dependent redox cycling H2O2, phenol red/HRP absorbance; 100% = 100 µM peroxide control, 0% = buffer;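 active = activation of at least 50% relative to the plate's high and low controls in the primary single-dose screen; inactive = activation below 50%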;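 also: compound incubated with DTT at 0.8 mM final as the reducing agent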
Hsp70 act – Hsp70 transcriptional activators, primary screen, cell-based, HeLa, Hsp70 promoter luciferase, luminescence, 10 µM; HeLa Hsp70 promoter luciferase reporter; scaled: vehicle 0, proteasome-inhibitor control 100%; activation, % at 10 µM; 200,000 tested, 0.04% active; AID 1203, 2008;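 active = activation above the mean across all tested compounds plus 3 SD, cutoff set per campaign, cut at about 5.5% in these data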;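 also: 100% = MG132 at 30 µM as the positive control and 0% = DMSO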
FLuc inh counter – firefly luciferase enzyme inhibitors, primary screen, artefact control for luciferase-based inhibitor screens, biochemical, luminescence, ATPLite | Luciferin 4-monooxygenase (Photinus pyralis), P08659 | inhibition, % at 10 µM | 10 min | 200,000 tested, 1.5% active | AID 1006, 2008;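 active = inhibition above about 50% when tested at 10 µM, limit read from the data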
An asterisk follows results filed as active.

SMILES | STAT1 activator | APP 5UTR inh | G6PDH CS | FLuc act counter | Efa HMGR inh | NF-kB neuron act | APP 5'UTR act | Redox H2O2 prof | Hsp70 act | FLuc inh counter
CCN(CC)C(=S)Nc1cc(C(=O)OC)ccc1C(=O)OC | 101 | -2 | 0 | 1 | 2 | 1.1 | 2 | -0.2 | -0.3 | -3
Cc1cccc(C)c1NC(=S)Nc1ccc(F)cc1 | 105 | 0 | -3 | 1.1 | 1 | 1 | 0 | -0.7 | -0.5 | -7
CCOC(=O)C1=C(C)N=c2s/c(=C\c3ccc(OC(C)=O)cc3)c(=O)n2C1/C=C/c1ccccc1 (stereo unspecified) | 100 | -19 | 12 | 1 | 4 | 1.1 | 19 | 0.2 | -0.5 | -1
CC(=O)OCc1c(COC(C)=O)[n+](=O)c2ccccc2n1[O-] | 106 | -33 | -8 | 1 | -1 | 0.95 | 33 | 2.7 | 0.0 | 0
C/C=C/C(=O)OCC(=O)Nc1cccc(S(=O)(=O)NC2=NCCCCC2)c1 | 102 | -7 | 10 | 1.1 | -4 | 1.2 | 7 | -0.9 | -0.4 | -5
CCC(C)(C)NC(=O)C(c1ccc(C)cc1)N(Cc1ccco1)C(=O)Cn1nnc2ccccc21 (stereo unspecified) | 104 | -7 | 6 | 1 | -10 | 1.1 | 7 | 0.9 | 0.2 | -3
CCOC(=O)c1c(C)[nH]c(C)c1C(=O)CSc1nnc(-c2ccco2)n1Cc1ccccc1 | 95 | 4 | 11 | 1 | -2 | 0.51 | -4 | -0.5 | -0.3 | -4
CCn1c(NCc2ccccc2Cl)nc2ccccc21 | 112 | -19 | 3 | 0.9 | -1 | 1.8 | 19 | -0.5 | -0.4 | 14
C/C(=N\N1CCN(c2ccc(Cl)cc2)CC1)c1ccco1 | 97 | 9 | 7 | 1 | -3 | 1.1 | -9 | -0.2 | -0.1 | -2
C=C(C)COc1ccc(-c2[nH]ncc2-c2ccccc2)c(O)c1 | 98 | 14 | 5 | 1 | -6 | 1.2 | -14 | -3.6 | -0.4 | -4
N#C/C(=C\c1c(N2CCCCC2)nc2ccccn2c1=O)C(=O)NC1CCS(=O)(=O)C1 (stereo unspecified) | 101 | 7 | 15 | 1 | 1 | 0.86 | -7 | 0.3 | -0.4 | -3
CCC(CO)NCc1cc(OC)c(OCC(=O)NCCc2ccccc2)cc1Br (stereo unspecified) | 110 | 5 | 1 | 1 | 3 | 1.1 | -5 | -0.1 | -0.1 | -5
O=C(O)CCC(=O)N1CCc2cc(S(=O)(=O)N(CCc3ccccc3)Cc3ccccc3)ccc21 | 100 | -16 | 15 | 1.1 | 3 | 1.1 | 16 | -0.1 | -0.3 | -7
Cc1ccnc(N2C(=O)CSC2c2ccc(Cl)cc2)c1 (stereo unspecified) | 93 | -9 | 20 | 1 | -2 | 1.4 | 9 | -0.4 | -0.4 | 2
O=C1C2ON(c3ccccc3)C(c3cccnc3)C2C(=O)N1c1ccc(Cl)c(Cl)c1 (stereo unspecified) | 96 | 1 | 4 | 1.1 | 1 | 1 | -1 | -0.4 | -0.1 | -9

The last seven records of the part before open the next one.
SMILES | STAT1 activator | APP 5UTR inh | G6PDH CS | FLuc act counter | Efa HMGR inh | NF-kB neuron act | APP 5'UTR act | Redox H2O2 prof | Hsp70 act | FLuc inh counter
C/C(=N\N1CCN(c2ccc(Cl)cc2)CC1)c1ccco1 | 97 | 9 | 7 | 1 | -3 | 1.1 | -9 | -0.2 | -0.1 | -2
C=C(C)COc1ccc(-c2[nH]ncc2-c2ccccc2)c(O)c1 | 98 | 14 | 5 | 1 | -6 | 1.2 | -14 | -3.6 | -0.4 | -4
N#C/C(=C\c1c(N2CCCCC2)nc2ccccn2c1=O)C(=O)NC1CCS(=O)(=O)C1 (stereo unspecified) | 101 | 7 | 15 | 1 | 1 | 0.86 | -7 | 0.3 | -0.4 | -3
CCC(CO)NCc1cc(OC)c(OCC(=O)NCCc2ccccc2)cc1Br (stereo unspecified) | 110 | 5 | 1 | 1 | 3 | 1.1 | -5 | -0.1 | -0.1 | -5
O=C(O)CCC(=O)N1CCc2cc(S(=O)(=O)N(CCc3ccccc3)Cc3ccccc3)ccc21 | 100 | -16 | 15 | 1.1 | 3 | 1.1 | 16 | -0.1 | -0.3 | -7
Cc1ccnc(N2C(=O)CSC2c2ccc(Cl)cc2)c1 (stereo unspecified) | 93 | -9 | 20 | 1 | -2 | 1.4 | 9 | -0.4 | -0.4 | 2
O=C1C2ON(c3ccccc3)C(c3cccnc3)C2C(=O)N1c1ccc(Cl)c(Cl)c1 (stereo unspecified) | 96 | 1 | 4 | 1.1 | 1 | 1 | -1 | -0.4 | -0.1 | -9
CCCSc1nc(C)nc2c1c(=O)n(C)c(=O)n2C | 106 | -3 | -14 | 1.1 | -14 | 1.2 | 3 | -3.5 | 0.2 | -8
O=C(c1cc(-c2ccccc2)on1)N1CCCc2ccccc21 | 115 | -28 | 15 | 0.9 | 1 | 0.91 | 28 | -0.6 | -0.2 | 13
CC(C)c1ccc2[nH]c(O)c(N=NC(=O)c3ccc(CSc4nncn4C)cc3)c2c1 | 97 | -21 | -21 | 0.9 | -5 | 1 | 21 | 0.5 | -0.4 | 11
CC(C)C(OC(=O)c1cccs1)C(=O)NC1CCCCC1 (stereo unspecified) | 96 | 24 | 7 | 1.1 | -4 | 1.5 | -24 | -0.7 | 0.0 | -8
CC(C)N1CCN(Cc2cc(F)ccc2-n2cccn2)CC1CCO (stereo unspecified) | 101 | 5 | 9 | 1.1 | 1 | 1.1 | -5 | -3.4 | -0.1 | -5
CCOC(=O)CSc1nc2ccc(Nc3nc(N4CCOCC4)nc(N4CCOCC4)n3)cc2s1 | 107 | -2 | 9 | 1 | -8 | 1.2 | 2 | 0.6 | -0.3 | 0
NC(=O)C(CC(=O)O)NC(=O)[C@@H]1CCCCNc2c(I)cc([N+](=O)[O-])cc2C(=O)N[C@@H](CO)C(=O)NCC(=O)N1 (stereo partly specified) | 96 | -18 | 12 | 1 | -1 | 1.1 | 18 | 0.2 | -0.1 | -3
O=C(NC(=S)Nc1ccc(CN2CCOCC2)cc1)c1cc2ccccc2o1 | 109 | -14 | 5 | 1.1 | -1 | 1.3 | 14 | 6.6 | 0.3 | -7
COCCN1C(=O)c2ccc(C(=O)Nc3nccs3)cc2C1=O | 106 | -13 | 11 | 0.8 | -3 | 1.2 | 13 | 1.9 | -0.2 | 16
O=C(Nc1cnc2ccccc2c1)C1COc2ccccc2O1 (stereo unspecified) | 107 | -82 | 1 | 1 | -3 | 1.2 | 82 | -0.1 | -0.2 | -4
Cc1ccc(-n2c(SCC(=O)NCCN3C(=O)CSC3=O)nnc2-c2ccccc2F)cc1 | 94 | -9 | -10 | 1 | -4 | 1.1 | 9 | -0.2 | -0.3 | -5
CCOCCCNC(=O)C(NC(=O)c1ccc(NC(C)=O)cc1)c1ccccc1 (stereo unspecified) | 105 | 7 | -11 | 1.1 | 1 | 1.1 | -7 | 0.4 | 0.6 | -8
CCNC(=S)NNC(=O)c1csc(C(C)C)c1 | 121 | -40 | 11 | 1 | -6 | 1.6 | 40 | 0.7 | -0.1 | -4
O=C(CCn1c(=O)sc2ccccc21)NCc1ccc2c(c1)OCO2 | 104 | 1 | 5 | 1 | 1 | 1.4 | -1 | 0.3 | 0.1 | -2
COc1ccccc1NC(=O)N1CCN(c2cc(-c3ccccc3)nc3ncnn23)CC1 | 74 | 2 | 8 | 1 | 2 | 0.33 | -2 | -0.7 | -0.2 | -2

Sorted by the number under NF-kB neuron act (smallest number first): three from the list above.
Molecule | STAT1 activator | APP 5UTR inh | Efa HMGR inh | NF-kB neuron act | APP 5'UTR act | Redox H2O2 prof | Hsp70 act
CCOCCCNC(=O)C(NC(=O)c1ccc(NC(C)=O)cc1)c1ccccc1 (stereo unspecified) | 105 | 7 | 1 | 1.1 | -7 | 0.4 | 0.6
CCOC(=O)CSc1nc2ccc(Nc3nc(N4CCOCC4)nc(N4CCOCC4)n3)cc2s1 | 107 | -2 | -8 | 1.2 | 2 | 0.6 | -0.3
CC(C)C(OC(=O)c1cccs1)C(=O)NC1CCCCC1 (stereo unspecified) | 96 | 24 | -4 | 1.5 | -24 | -0.7 | 0.0

The listing continues.
SMILES | STAT1 activator | APP 5UTR inh | G6PDH CS | FLuc act counter | Efa HMGR inh | NF-kB neuron act | APP 5'UTR act | Redox H2O2 prof | Hsp70 act | FLuc inh counter
Cc1ccc(-c2cc(C(F)F)n3ncc(C(=O)N4CCCCC4c4cccnc4)c3n2)cc1 (stereo unspecified) | 91 | 15 | 19 | 1 | 4 | 1.1 | -15 | 1.4 | -0.4 | -1
O=C(CC1Nc2ccccc2NC1=O)NCC1COc2ccccc2O1 (stereo unspecified) | 100 | -4 | 4 | 1 | -10 | 1.4 | 4 | -0.1 | 0.2 | -5
O=C1OC(c2ccc(Br)cc2)=N/C1=C\N1CCCCC1 | 138* | -6 | -12 | 1 | -2 | 2 | 6 | 1.8 | -0.2 | 0
CCOc1ccccc1N(C(=O)c1snc(C(N)=O)c1N)C(C(=O)NC1CCCC1)c1ccco1 (stereo unspecified) | 98 | -3 | 2 | 1.1 | -4 | 1 | 3 | 2.1 | 0.1 | -6
Cc1cc(C)cc(OCC(=O)Nc2cc(C)on2)c1 | 96 | 8 | 1 | 1.1 | -3 | 1.6 | -8 | -1.4 | -0.2 | -5
Cc1cc(C)c2nc(SCCC#N)nc(C)c2c1 | 108 | -4 | 15 | 1.1 | -1 | 1.2 | 4 | -0.2 | -0.2 | -8
Cn1c(Cn2c(=O)sc3ccccc32)nnc1SCc1ccccc1 | 94 | 1 | 2 | 1 | -5 | 1 | -1 | -0.1 | 0.0 | -2
COc1ccc(CNC(=O)c2ccc(-c3ccccc3)cc2)cc1OC | 98 | -13 | -3 | 1 | -2 | 1.1 | 13 | 0.6 | -0.4 | -5
CCOC(=O)C1CC=C(Cl)CC1C(=O)Nc1nccs1 (stereo unspecified) | 95 | -7 | 1 | 1 | -3 | 2.4 | 7 | 0.5 | -0.2 | -4
CCC(Oc1ccccc1)C(=O)N1CCC(C(N)=O)CC1 (stereo unspecified) | 116 | -4 | 5 | 1 | -4 | 0.8 | 4 | 1.1 | -0.2 | -4
O=C(Nc1cn(-c2ccccc2)nc1-c1ccccc1)c1ccccc1 | 108 | 2 | -3 | 1 | 1 | 0.68 | -1 | 0.5 | 0.0 | 3
Cc1c(Cl)cnc(NC(=O)COC(=O)CCC(=O)c2cccs2)c1Cl | 92 | 7 | -23 | 1 | -9 | 1.3 | -7 | -0.5 | -0.2 | -3
CC1CC(C)CN(S(=O)(=O)c2cccc(C(=O)N3C(=O)c4cccc(N)c4C3=O)c2)C1 (stereo unspecified) | 98 | 14 | -2 | 1.1 | -5 | 1.1 | -14 | 1.4 | 0.2 | -6
Cc1ccc(-n2cc(C(=O)O)c(=O)cc2C)c(C)c1 | 98 | -9 | 16 | 1 | -12 | 0.97 | 9 | -0.9 | -0.2 | 0
